Bioassay records from PubChem BioAssay.
FXIIa single: inhibitors of human coagulation factor XIIa | P00748 | inhibition, % at 10 µM | purified human FXIIa, AMC substrate fluorescence, 2 h | hit rate 0.2% among 33,000; in the data active = inhibition above about 30%;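 also: 0% = enzyme with vehicle only and 100% = no enzyme blank; many of its hits are not listed in these tables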
FXIa inh: blocks human coagulation factor XIa activity; P03951; purified human FXIa, fluorogenic AMC substrate cleavage; inhibition, % at 10 µM; hit rate 0.3% among 33,000; AID 687;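 active = inhibition above 40% in the primary screen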;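 also: 0% = enzyme without compound and 100% = blank wells lacking enzyme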
Target sequence (P03951 19-387 limits assumed): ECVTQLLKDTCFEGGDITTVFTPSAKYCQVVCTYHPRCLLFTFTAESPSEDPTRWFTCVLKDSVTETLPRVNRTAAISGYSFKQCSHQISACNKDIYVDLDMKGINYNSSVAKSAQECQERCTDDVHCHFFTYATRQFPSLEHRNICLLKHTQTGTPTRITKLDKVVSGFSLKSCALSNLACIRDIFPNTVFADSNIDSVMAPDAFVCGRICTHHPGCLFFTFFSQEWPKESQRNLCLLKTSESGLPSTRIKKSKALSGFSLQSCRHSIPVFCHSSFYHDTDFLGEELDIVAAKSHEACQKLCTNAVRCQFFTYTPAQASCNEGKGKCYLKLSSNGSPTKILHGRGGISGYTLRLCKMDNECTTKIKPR
Target sequence (P03951 388-625 limits assumed): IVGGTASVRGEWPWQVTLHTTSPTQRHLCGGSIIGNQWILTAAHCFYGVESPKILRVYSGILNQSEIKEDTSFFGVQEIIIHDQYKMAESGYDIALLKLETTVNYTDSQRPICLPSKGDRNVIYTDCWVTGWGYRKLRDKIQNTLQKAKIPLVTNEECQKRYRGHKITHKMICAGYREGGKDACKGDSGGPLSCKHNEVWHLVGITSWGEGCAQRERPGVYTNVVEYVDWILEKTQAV
* marks the source's active call; other numbers are inactive results. The list is partial; count on the stated rates, not on these rows.

Compound,FXIIa single,FXIa inh
CCOc1cc(N2CCOCC2)c(OCC)cc1NC(=O)COC(=O)c1cc(C)oc1C,5,-10
Nc1nnc(SCC(=O)c2ccccc2)s1,4,-1
O=C1NC2(CCCC2)N=C1c1ccc(F)cc1,-2,-1
CCOC(=O)c1c(N)n(C2CC(C)(C)NC(C)(C)C2)c2nc3ccccc3nc12,-21,-8
CC(=O)c1cccc(NC(=O)CN(c2ccccc2F)S(C)(=O)=O)c1,4,-2
Cc1cccc(C(=O)Oc2csc(=S)n2C(=O)c2cccc(C)c2)c1,7,6
COc1cc2c(cc1NC(C)=O)CCCC2,-8,3
Clc1ccc(NCc2nncn2-c2ccccc2)cc1,3,-4
CCOC(=O)Cc1csc(NC(=O)CCc2ccc(S(=O)(=O)N3CCOCC3)cc2)n1,6,-5
COC(=O)c1ccc(NC(=O)CN(c2ccc(OC)cc2)S(C)(=O)=O)cc1,3,2
COc1ccc(CCNC(=O)CNS(=O)(=O)c2cccs2)cc1OC,5,-10
CN(C)CCOc1ncnc2c1oc1ccccc12,5,8
CCOC(=O)CSc1nc(C)c2cc(OC)ccc2n1,5,4
Cc1ccc(C(=O)O/N=C/C2=C(Cl)c3ccccc3CC2)cc1,12,-6
CCCCn1c(SCC(N)=O)nnc1-c1ccco1,9,-3
CC(C)CNC(=O)c1ccc(Cl)c(Cl)c1,4,-1
C[C@H](Nc1ncnc2sc3c(c12)CCC3)C(=O)O,5,-3
COCCCn1cnc2c(c1=O)c1nc3ccccc3nc1n2-c1ccccc1,-21,1
O=C1CCCc2c1nc(-c1cccc(Cl)c1)n2O,8,-1
CCCC(=O)N(CCc1ccc(OC)cc1)Cc1nc2ccccc2c(=O)[nH]1,13,2
COc1ccc(-c2c(C#N)c(SCC(=O)Nc3ccccc3)nc3c2CCCC3)cc1,3,-2
CC1=Nc2ccccc2/C1=C/c1sc(=N)n(-c2nccs2)c1O,10,7
CCc1cccc(NC(=O)Cc2cn(C)c3ccccc23)c1,2,3
O=C(Nc1cccnc1N1CCOCC1)c1ccco1,-4,1
CCCn1c(SCC(=O)O)nc2ccccc21,6,-4
CN(C)S(=O)(=O)N1CCN(Cc2ccccc2)CC1,9,-11
CCOC(=O)N1CCN(Cc2ccccn2)CC1,4,7
O=c1[nH]c(NCCO)nc2ncn(Cc3ccccc3)c12,-15,21
CC(C)OC(=O)c1c(NC(=O)c2ccco2)sc2c1CCCC2,-18,31
CCC(c1nc2ccccc2c(=O)n1CCN1CCOCC1)N1C(=O)c2ccccc2C1=O (stereo unspecified),4,-2
COc1ccc(CCn2c(C)cc(C(=O)CSc3nnnn3-c3ccccc3)c2C)cc1,4,-13
COCCn1c(C)cc(C2=NNC(=Nc3ccccc3F)SC2)c1C,10,1
CCOc1ncccc1C(=O)OCC(=O)NCCc1ccccc1,12,-3
C/C(Cl)=C/Cn1c(N2CCCC2)nc2c1c(=O)n(C)c(=O)n2C,23,-6
Cc1ccc(NCC(=O)N/N=C\C(Br)=C\c2ccccc2)cc1,6,4
CCn1c2ccccc2c2nnc(SCC(=O)c3ccccc3)nc21,7,-9
O=c1sc(N2CCN(c3ccc(F)cc3)CC2)nc2ccsc12,6,0
Cc1ccsc1C(=O)NC(C)c1ccc2c(c1)OCO2 (stereo unspecified),3,-2
CCCCN(C)S(=O)(=O)c1c(C)[nH]c(=O)[nH]c1=O,3,-10
COCCCNC(=O)c1sc2ncnc(N3CCc4ccccc4C3)c2c1C,1,-5
CCCCc1ccc(NC(=O)COCC)cc1,7,-3
Cc1ccc(C(=O)/C=C2\NCC(C)NC2=O)cc1 (stereo unspecified),-7,-9
Brc1ccccc1Cn1c(-c2cscn2)nc2ccccc21,3,8
CCC(=O)Nc1cccc(NC(=O)CSc2nnnn2C)c1,3,-7
CCOC(=O)c1sc2nccc(N(C)C)c2c1N=CNOCc1ccccc1,-7,1
O=S(=O)(Cc1ccccc1Cl)CC(O)COc1ccccc1Cl (stereo unspecified),1,-6
COC(=O)Cc1c(C)nc2nc(-c3ccccc3)[nH]n2c1=O,9,-2
COc1ccccc1CC(=O)Nc1ccc(-c2noc(COc3ccc(Br)cc3)n2)cc1,3,-1
COc1ccc(C(=O)NCC(=O)Nc2ccc(F)cc2)cc1OC,14,-3
O=C(O)C1CCCCC1C(=O)Nc1ccc(F)cc1F (stereo unspecified),5,0

Continued.
Compound,FXIIa single,FXIa inh
CCc1ccc(C(=O)COC(=O)c2cnccn2)cc1,9,-2
Cc1ccc(-n2c(SCC3CCCCO3)nnc2-c2ccco2)cc1 (stereo unspecified),5,0
Cc1cc(Cl)c(S(=O)(=O)NC2CCCC2)cc1OCC(=O)NC1CCCCC1,7,-5
Cc1nc2ccccn2c1C(=O)NC1CCCCC1,9,-2
CCCN1Cc2cccc(C(=O)N3CCN(c4ccc(F)cc4)CC3)c2C1=O,0,15
CC(C)C(NS(=O)(=O)c1cccc2nsnc12)C(=O)NCc1ccc2c(c1)OCO2 (stereo unspecified),3,6
COC(=O)Cc1cc(=O)n2[nH]c(C)c(-c3ccccc3)c2n1,5,-3
Cc1cccc2cc3c(NC(=O)C(C)C)nn(C)c3nc12,-2,6
CCn1c(C)c(C(C)=O)c(SC)nc1=S,8,-7
CCCCCCCC(=O)N/N=C/c1cccnc1,14,3
COc1cccc(-n2c(SCC(=O)Nc3cc(C)on3)nc3ccccc3c2=O)c1,2,0
C[N+](C)(C)CCCC(=O)c1ccc2c(c1)OCO2,0,-3
Cc1cc(C)cc(OCC(=O)OCC(=O)Nc2ccc(Cl)cn2)c1,-13,36
O=C(OC(C(=O)NC1CCCC1)c1ccncc1)C1=Cc2ccccc2OC1 (stereo unspecified),10,3
COc1ccc(C(C)=O)cc1CN1C(=O)NC2(CCCCC2)C1=O,2,3
CN1CCN(c2ccccc2NC(=O)COc2ccccc2)CC1,0,-10
O=C(N/N=C/C=C/c1ccccc1)c1ccccc1Br,-6,-9
Cc1onc(-c2ccccc2Cl)c1C(=O)N(Cc1nc(-c2ccccc2)no1)C1CCCCC1,6,-2
Cc1ccc(NC(=O)Cc2ccc(F)cc2)cc1,-9,-53
CCNC(=O)CC1C(=O)N(C)C(=S)N1NC(=O)c1ccc(Cl)cc1 (stereo unspecified),8,7
CCc1cc2c(=O)nc3n(c2s1)Cc1ccccc1/C3=C(/O)c1ccccc1Cl,14,1
COc1ccc(C(=O)Nc2cccc(-c3nc4ncccc4o3)c2C)cc1,-4,1
CC(=O)OC(C(=O)NCc1ccc(F)cc1)c1ccccn1 (stereo unspecified),4,-9
CCCN(CCC)S(=O)(=O)c1ccc(C(=O)N2CCCc3ccccc32)cc1,7,-6
C=CCn1c(SCC(=O)N2CCCCC2)nc(O)cc1=O,-17,23

In the list so far, 3 contain a COOH group:
Compound,FXIIa single,FXIa inh
C[C@H](Nc1ncnc2sc3c(c12)CCC3)C(=O)O,5,-3
CCCn1c(SCC(=O)O)nc2ccccc21,6,-4
O=C(O)C1CCCCC1C(=O)Nc1ccc(F)cc1F (stereo unspecified),5,0

Laid out differently: results already given.
CCOc1ncccc1C(=O)OCC(=O)NCCc1ccccc1
  FXIIa single: 12
  FXIa inh: -3
C/C(Cl)=C/Cn1c(N2CCCC2)nc2c1c(=O)n(C)c(=O)n2C
  FXIIa single: 23
  FXIa inh: -6

Next part.
Compound,FXIIa single,FXIa inh
CC(=O)c1ccc(NC(=O)C2(c3ccccc3)CCOCC2)cc1,1,-12
COC(=O)c1ccc(NC(=O)CSc2nc3cccnc3n2C)cc1,-11,39
COc1ccc(-c2nnc(SCc3cc(C)ccc3C)n2N)cc1,1,-6
COc1ccc(CCNC(=O)COC(=O)c2cnc(C)cn2)cc1OC,-11,2
COc1ccc(C(=O)N2CCN(c3ccccn3)CC2)cc1,2,-2
Cc1nc([N+](=O)[O-])c(N2CCN(Cc3ccccc3)CC2)n1Cc1ccccc1,4,6
CCC(=O)N/C(=N/c1nc(C)cc(C)n1)Nc1cccc(OC)c1,3,7
CCC(C)(C)n1nnnc1C(c1ccc(O)c(OC)c1)N1CCc2ccccc2C1 (stereo unspecified),-15,30
O=C(COc1c(Br)cc(Br)c2cccnc12)N1CCc2ccccc2C1,8,-1
CCOC(=O)c1[nH]c2ccc(Br)cc2c1NC(=O)CNC,7,3
Nn1cnnc1N/N=C/c1cc([N+](=O)[O-])c(Cl)cc1Cl,8,18
Clc1ccc(C2C3=C(Nc4ncnn42)c2ccccc2CC3)cc1 (stereo unspecified),3,10
Cc1cccc(C(C)C)c1-n1nnnc1-c1ccccc1,2,-6
C=CCn1c(-c2cc(OC)c(OC)c(OC)c2)n[nH]c1=S,8,-2
COc1ccc(Cl)cc1NC(=O)C(C)N1CCN(C/C=C/c2ccccc2)CC1 (stereo unspecified),5,-10
CC(=O)c1c(N2CCN(c3cccc(Cl)c3)CC2)nc(=S)n(-c2ccccc2)c1C,3,5
CC1CCN(C(=O)CSc2nnc(CNc3ccc(F)cc3)n2Cc2ccco2)CC1,4,0
O=C(CCS(=O)(=O)c1cccs1)Nc1ccc(C(=O)NCc2ccc(F)cc2)cc1,-8,2
CCOC(=O)CNC(=O)CSc1nc2cccnc2n1CC,-17,1
O=C(CSC1=Nc2ccccc2C2=NC(c3ccccc3)C(=O)N12)NCC1CCCO1 (stereo unspecified),7,4
Cc1cc(C)c2c(=O)[nH]c(SCC(=O)N(C)C)nc2n1,4,5
Cc1ccccc1NC(=O)CN1CCC(n2nnc3ccccc32)CC1,4,-11
CCCSC1=C(C#N)C(c2cccs2)C(C(=O)Nc2ccccc2)=C(C)N1 (stereo unspecified),2,-1
Cc1ccccc1-n1c(SCc2c(C)noc2C)nnc1-c1cccnc1,4,-1
Nc1ncnc2c1ncn2[C@@H]1O[C@H](CO)[C@@H](O)[C@H]1O,3,0

The last 5 records of the part before open the next one:
Compound,FXIIa single,FXIa inh
Cc1cc(C)c2c(=O)[nH]c(SCC(=O)N(C)C)nc2n1,4,5
Cc1ccccc1NC(=O)CN1CCC(n2nnc3ccccc32)CC1,4,-11
CCCSC1=C(C#N)C(c2cccs2)C(C(=O)Nc2ccccc2)=C(C)N1 (stereo unspecified),2,-1
Cc1ccccc1-n1c(SCc2c(C)noc2C)nnc1-c1cccnc1,4,-1
Nc1ncnc2c1ncn2[C@@H]1O[C@H](CO)[C@@H](O)[C@H]1O,3,0
Cc1ccccc1-c1cc2c(nn1)-c1ccccc1C2=O,9,-13
CC(=O)NCCOC(=O)Nc1ccncc1,4,2
Cc1c(OCC(F)(F)F)ccnc1CS(=O)c1nc2ccccc2[nH]1 (stereo unspecified),-1,0
c1ccc2oc(CCc3nc4ccccc4o3)nc2c1,5,3
O=C(Nc1ccc2c(c1)OCO2)C1CCN(C(=O)CSc2ncnc3ccccc23)CC1,-19,-3
c1ccc(CCCNc2ncccn2)cc1,6,2
O=C(N(Cc1ccccc1)c1ccccn1)C12CC3CC(CC(C3)C1)C2,0,-8
C=CCn1c(SCC(=O)NC(=O)NCCC)nnc1C1CCCCC1,6,-3
COc1ccccc1NC(=O)NS(=O)(=O)c1ccc(C)cc1,3,8
O=C(NC(=S)Nc1nc2c(s1)CSc1ccccc1-2)c1ccccc1,-4,-2
O=C(Cn1nnc2ccccc21)NCc1ccccc1,3,-2
CCOC(=O)c1nn(-c2ccc(C)cc2)cc1O,1,7
COc1ccc(NC(=O)C(CCSC)N2C(=O)c3ccccc3C2=O)cc1 (stereo unspecified),8,2
CCc1ccccc1NC(=O)CSc1nnc([C@@H](N)Cc2ccccc2)o1,5,1
Cc1ccc(-n2nnnc2-c2cnn(-c3cccc(F)c3)c2C(F)(F)F)cc1,4,-2
CC(C)CSc1ncnc2c1oc1nc3c(cc12)COC(C)(C)C3,8,-12
COc1ccc(OC)c(C2C(C#N)=C(N)Oc3c2c(C)nn3-c2cccc(Cl)c2)c1 (stereo unspecified),9,-5
CC1CCC/C(=N/Nc2ccc([N+](=O)[O-])cc2[N+](=O)[O-])C1 (stereo unspecified),-2,4
COc1cccc(NC(=O)Nc2nnc(-c3ccccc3SCc3ccccc3)s2)c1,-5,-1
COc1cc2[nH]cc(C(=O)NCc3cccs3)c(=O)c2cc1OC,22,-6
CC(=O)c1cccc(NC(=O)Nc2cnn(Cc3ccc(Cl)cc3Cl)c2)c1,4,6
Cc1ccc(/C=C/C2=NN(Cc3ccccc3)C(=O)CC2)cc1,3,-9
CCOC(=O)c1oc2ccc(CNC3CCCCC3)c(Cl)c2c1C,-1,-4
O=c1[nH]c(N2CCOCC2)nc2ncn(Cc3ccccc3)c12,-17,1
O=C(N/N=C/c1ccc(O)c(O)c1O)/C(=C/c1ccc([N+](=O)[O-])cc1)NC(=O)c1ccccc1,-6,21
Cc1ccc(-n2c(-c3ccco3)nc3c(cnn3-c3ccc(C)cc3)c2=O)cc1,5,3
CC1CCCN(C(=O)Cc2ccc(F)cc2)C1 (stereo unspecified),-13,7
CC(O)CN1C(=O)C(CC(=O)Nc2ccc(Cl)cc2)SC1=Nc1ccccc1 (stereo unspecified),5,7
CNc1sc(C(=O)c2ccccc2F)c(N)c1-c1nc2ccccc2s1,3,-7
COc1ccccc1C(=O)Nc1cc2c(ccc3ccccc32)oc1=O,-5,-2
COC(=O)Nc1sc(C(=O)N(C)C)c(C)c1C(=O)OC,5,8
Cc1ccccc1-c1ccc(Nc2ccc(C(=O)N3CCOCC3)cc2)nn1,9,2
CCOc1cc([C@H]2[C@@H]3CCCC[C@]3(O)CCN2CC(=O)NCc2ccco2)ccc1O,7,-2
